Screening results (PubChem)
FBW7 act: human FBW7 E3 ligase activation, primary screen | AID 1259310 | normalized activity (activation), % at 26.1 µM | Q969H0 | AlphaScreen FBW7–phospho-cyclin E peptide binding, activator screen | 650,000 tested, 0.13% active; in the data active = normalized activity above about 1.9%;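 note: purified mutant Fbw7 with reduced substrate affinity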
GPR151 activ: activates the human receptor GPR151. Q8TDV0. PathHunter beta-arrestin GPR151 cells, luminescence. activation, % at 11.2 µM. 650,000 tested, 1% active. AID 1508602; in the data active = activation above about 4.9%;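 note: 0% = median of compound wells and 100% = cells with positive control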
Target sequence (Q8TDV0 whole entry, looked up): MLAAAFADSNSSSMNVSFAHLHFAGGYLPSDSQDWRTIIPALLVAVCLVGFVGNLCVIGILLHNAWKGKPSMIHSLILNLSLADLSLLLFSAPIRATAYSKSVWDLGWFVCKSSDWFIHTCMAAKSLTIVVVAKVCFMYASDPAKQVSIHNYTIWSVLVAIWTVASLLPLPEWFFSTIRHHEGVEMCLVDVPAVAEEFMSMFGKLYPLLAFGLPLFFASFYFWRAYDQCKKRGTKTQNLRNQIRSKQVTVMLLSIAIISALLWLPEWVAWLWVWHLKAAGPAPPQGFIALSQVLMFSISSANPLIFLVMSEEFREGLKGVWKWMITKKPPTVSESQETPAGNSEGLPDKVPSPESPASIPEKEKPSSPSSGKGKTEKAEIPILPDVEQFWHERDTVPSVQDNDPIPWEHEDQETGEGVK
TEAD-YAP inh: TEAD-YAP interaction inhibition; 640,000 tested, 1.4% active; HEK-TIYL cells, TEAD-Gal4/YAP UAS-luciferase luminescence; AID 1259422; inhibition, % at 9.12 µM; in the data active = inhibition above about 32%;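 note: 0% = median of test compound wells and 100% = reference inhibitor wells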
MITF primary: blocks human microphthalmia-associated transcription factor; O75030; 650,000 tested, 0.91% active; AlphaScreen MITF homodimerization, bead proximity signal; inhibition, % at 2.6 µM; AID 1259374; in the data active = inhibition above about 50%;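 note: 0% = vehicle wells with protein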
Target sequence (O75030 whole entry, looked up): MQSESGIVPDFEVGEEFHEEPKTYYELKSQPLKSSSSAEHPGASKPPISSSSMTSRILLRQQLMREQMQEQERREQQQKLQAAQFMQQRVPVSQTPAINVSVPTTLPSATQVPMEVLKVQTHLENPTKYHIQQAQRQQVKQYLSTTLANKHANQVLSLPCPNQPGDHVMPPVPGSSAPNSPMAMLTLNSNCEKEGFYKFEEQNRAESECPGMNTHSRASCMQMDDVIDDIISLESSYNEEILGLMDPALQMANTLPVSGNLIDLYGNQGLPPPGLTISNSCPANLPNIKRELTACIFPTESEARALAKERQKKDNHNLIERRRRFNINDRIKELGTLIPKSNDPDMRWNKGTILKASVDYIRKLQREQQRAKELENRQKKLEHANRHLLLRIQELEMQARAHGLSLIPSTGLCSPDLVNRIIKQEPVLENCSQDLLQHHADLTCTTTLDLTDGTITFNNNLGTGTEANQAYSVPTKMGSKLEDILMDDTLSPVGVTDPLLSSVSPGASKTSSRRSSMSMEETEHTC
An asterisk follows results filed as active.

SMILES,GPR151 activ,MITF primary,FBW7 act,TEAD-YAP inh
O=C(CN1CCC(c2nnc(-c3ccc(F)cc3)o2)CC1)c1ccccc1,3.0,14,0.6,3
CCCCCOc1ccc(N2C(=O)CSC23C(=O)Nc2ccccc23)cc1 (configuration not stated),-0.4,6,-0.1,4
Cc1cc(C)cc(N(C(=O)c2cc3ccccc3oc2=O)C2C=CS(=O)(=O)C2)c1 (configuration not stated),-0.1,-20,-0.1,-1
CCOc1ccc(Br)cc1CSC(=N)N,-0.5,-10,0.0,56*
Cc1ccc(/C=N/NC(=O)c2cccs2)cc1,-1.7,21,0.0,-62
O=C(N/C(=C\c1cccc(F)c1)C(=O)N1CCc2ccccc2C1)c1ccccc1Br,0.5,-7,-0.1,-3
O=C(Nc1ccc2c3c(cccc13)CC2)C1CCN(S(=O)(=O)c2cccs2)CC1,0.4,-2,0.0,-4
O=c1c2cncnc2[nH]n1-c1ccccc1,0.0,8,0.1,5
O=C(NNc1ccc([N+](=O)[O-])cc1[N+](=O)[O-])c1ccccc1Cl,-1.3,13,-0.1,18
CNC(=S)N1CCN(C(=O)c2ccco2)CC1,-1.9,15,0.8,3
CCSc1nc2sccn2c(=O)c1C(=O)Nc1cc(-c2ccccc2)nn1C,1.1,6,-0.5,-1
CC(/C=C1\N=C(c2ccccc2Cl)OC1=O)=C\c1ccccc1,1.5,5,-0.1,-9
CSc1ccc(-c2noc(Cn3ccn4nc(-c5ccc(Cl)cc5)cc4c3=O)n2)cc1,0.2,14,0.7,-8
OCCN1CCN(Cc2c3ccccc3cc3ccccc23)CC1,-0.9,11,0.6,13
COC(=O)C(Cc1c[nH]c2ccccc12)NC1OC(=O)c2c1ccc(OC)c2OC (configuration not stated),2.0,-7,0.0,-18
Cc1ccc(S(=O)(=O)N(CCC#N)C2CCCCC2)c2nsnc12,2.0,4,0.0,-5
Cc1cccc(CN2CCC3(CCC(CNC(=O)c4cc(C)nn4C)O3)CC2)n1 (configuration not stated),-0.8,-22,-0.1,-7
CCc1nnc(-c2cccc(OCC(=O)N3CCN(c4ccccc4)CC3)c2)o1,1.6,-21,0.1,4
Cc1cccc(CN2CCC(N3CCC(C(=O)NCCC4CCCN4C)CC3)CC2)n1 (configuration not stated),-0.3,-23,0.0,-3
COc1ccc(N2CCn3c(SCC(=O)Nc4ccc(F)cc4F)nnc32)cc1,-1.1,10,-0.1,-1
CN1CCN(Cc2cc(-c3ccc(F)cc3)ccc2OCC(=O)NC2CC2)CC1,0.2,10,0.1,3
CC(C)(C)OC(=O)N/N=C/c1ccc(Cl)cc1Cl,0.9,16,0.4,-49
CCOC(=O)c1ccc(CN(Cc2ccccc2C)S(=O)(=O)c2cccc(C(F)(F)F)c2)cc1,-1.7,3,-0.1,-5
CC1CN(C(=O)CCC(=O)NCC2CCCO2)c2ccccc2S1 (configuration not stated),-2.6,2,0.4,1
N#Cc1ccc(NC(=O)CSc2nnc(-c3c[nH]c4ccccc34)o2)cc1,-1.4,8,0.0,-54
Oc1ccc(-c2ccc(OCCN3CCCCC3)nc2)cc1,-0.6,-5,-0.2,-15
COc1ccc(C2C(C(=O)NCc3cccnc3)c3ccccc3C(=O)N2C)cc1 (configuration not stated),-1.0,17,0.1,8
Cc1cnc(C(=O)NC(c2ccccc2)c2ccccc2)cn1,-0.4,1,0.1,-1
Cc1cc2nccc(C3CCCN(C(=O)c4ccco4)C3)n2n1 (configuration not stated),2.7,4,-0.1,-2
COc1ccc(-n2ncc3c(NCc4cccnc4)ncnc32)cc1,0.4,-8,-0.2,-34
Cc1ccc(CNC(=O)C23CC4CC(CC(C4)C2)C3)n1C,2.9,5,0.1,-3
CC(=O)N1CN(Cc2ccccn2)Cc2c1sc1c2CCCC1,1.7,6,-0.2,-8
CC(=O)c1ccc(NS(=O)(=O)c2ccc(-c3cc(C)no3)cc2)cc1,0.9,-7,-0.1,-7
CCc1ccc(OCC(=O)c2c(O)c3ccccc3oc2=O)cc1,-0.3,12,-0.1,-6
CCC(C)(C)C1CCC2(CC1)NC(=S)N(CCC(C)C)N2 (configuration not stated),0.1,8,0.0,3
Cc1ccc(NC(=O)c2ccc(CO)cc2)cc1S(=O)(=O)N(C)C,-1.0,7,0.1,-2
CSc1ccc(C2Nc3ccccc3NC3=C2C(=O)CC(C)(C)C3)cc1 (configuration not stated),0.1,1,-0.4,7
Cc1nnc(NC(=O)c2ccc(Br)o2)s1,-1.6,13,0.1,-4
O=C1/C(=C/c2ccco2)SC(=S)N1C1CCS(=O)(=O)C1 (configuration not stated),-0.1,27,-0.9,9
COc1ccc(-c2nc3cc(NC(C)=O)ccc3o2)cc1Cl,-0.5,13,0.6,-69
CCn1c(SCC(=O)N2CCOCC2)nnc1-c1ccc(C)cc1,-0.1,9,0.8,-13
CCn1cnc2sc(C(=O)Oc3ccc(C(C)=O)cc3)c(C)c2c1=O,-1.3,-16,0.0,-1
CC(=O)C1=C(O)C(=O)N(c2nccs2)C1c1ccccc1[N+](=O)[O-] (configuration not stated),3.3,37,0.1,4
O=[N+]([O-])c1ncn(-c2nc(-c3ccco3)cc(C(F)(F)F)n2)n1,0.4,-6,-0.2,12
CCn1c(CNC(=O)Cc2ccc(OC)cc2)n[nH]c1=S,0.0,10,-0.2,0
CC(C)CNC(=O)c1ccccc1NC(=O)COc1ccccc1Cl,1.1,0,-0.1,-1
CCOC(=O)c1cc(-c2ccccc2)sc1NC(=O)c1ccncc1,1.1,9,-0.1,-8
Cc1nn(C)c(C)c1-c1nc2ncnc(NCc3ccccc3)c2[nH]1,1.1,1,-0.1,8
CN(C)CCNc1ccnc2c(-c3ccccc3F)cnn12,-2.2,-3,0.3,63*
COc1ccc(CCNc2nc(-c3ccccc3)nc3c2ncn3Cc2ccc(C(F)(F)F)cc2)cc1,-0.7,-3,-0.3,4
c1ccc2c(c1)nc(NC1CCCC1)c1nncn12,-0.5,-2,0.0,1
O=C(/C=C/c1cccc2ccccc12)NCC1CCCO1 (configuration not stated),-1.4,0,0.3,-55
CSc1ccc(OC2CCCCC2NS(=O)(=O)c2ccccc2)cc1 (configuration not stated),-1.1,2,0.4,6
Oc1ccc(C2Nc3ccc4ccccc4c3C3C=CCC32)cc1 (configuration not stated),0.6,-2,0.0,7
CC1(C)C/C(=N/NC(N)=S)c2ccoc2C1,0.1,13,0.1,14
CCOc1ccc(/C=C2\C(=O)Nc3ccc(F)cc32)cc1,0.0,15,0.6,-39

Reprinted at random: 2 records from the list.
SMILES,GPR151 activ,MITF primary,FBW7 act,TEAD-YAP inh
CCn1c(CNC(=O)Cc2ccc(OC)cc2)n[nH]c1=S,0.0,10,-0.2,0
COc1ccc(N2CCn3c(SCC(=O)Nc4ccc(F)cc4F)nnc32)cc1,-1.1,10,-0.1,-1

Next part.
SMILES,GPR151 activ,MITF primary,FBW7 act,TEAD-YAP inh
O=C(CCCCC(=O)N1CCc2ccccc21)N1CCc2ccccc21,-1.6,24,0.0,8
C#CCOC(=O)CN1CCOCC1,1.7,4,0.1,-2
CC1CCN(CC(O)COc2ccccc2-c2ccccc2)CC1 (configuration not stated),1.0,10,-0.1,9
O=C(NCc1ccco1)C(=O)NCC1OCCCN1S(=O)(=O)c1ccccc1 (configuration not stated),-0.5,-7,-0.3,-2
Cc1ccc(Cn2c(=O)c3c(nc4n(-c5ccccc5N)c(C)cn34)n(C)c2=O)cc1,0.9,-5,-0.3,-9
CN(C)CCNc1cc(-c2ccncc2)nc(-c2ccccn2)n1,2.4,5,0.0,-8
Cc1ccc(N2CC(=O)N(/N=C/c3ccc4c(c3)OCO4)CC2=O)cc1,0.0,5,-0.2,11
CC1=C(C(=O)OC2CCCCC2)C(c2ccc(Cl)c(Cl)c2)C2=C(CC(c3ccccc3)CC2=O)N1 (configuration not stated),0.0,2,1.2,15
COc1ccc(N2C(=O)C3ON(c4ccccc4)C(c4ccccc4)C3C2=O)cc1 (configuration not stated),0.6,-11,0.0,15
COc1ccc(Cl)cc1N(CC(=O)Nc1ccccc1C(=O)O)S(C)(=O)=O,-0.4,-10,0.0,-1
O=C(O)c1ccc(-c2ccc(/C=N/NC(=O)c3cccc(O)c3)o2)cc1,1.2,-28,0.6,-3
COc1ccc(C(=O)N=c2sc3cc(Cl)ccc3n2C)cc1OC,0.6,6,0.0,-3
O=C(Nc1cccc2ccccc12)c1cnccn1,-0.3,-5,-0.1,-8
CC1=NN(c2ccc(C)cc2)C(=O)/C1=C/c1c(C)[nH]n(-c2ccc(C)cc2)c1=O,-0.3,0,-0.1,-1
COc1ccc(-n2nc(C(=O)Nc3cc([N+](=O)[O-])ccc3OC)c3ccccc3c2=O)cc1,0.3,-3,0.0,-2
O=C(COc1ccccc1)Nc1ccccc1C(=O)N1CCCCC1,-1.2,5,0.0,-22
Cc1n[nH]c(=S)n1/N=C/c1cccc(OCc2ccccc2)c1,-1.3,16,0.2,-24
COc1cccc(/C=N/NC(=O)C(=O)NCc2ccccc2)c1OC,-0.5,11,0.4,13
Cc1ccn(S(=O)(=O)c2cc(C)c(Cl)cc2C)n1,-0.3,-1,-0.1,-7
CCn1c2ccccc2c2cc(CN3CCN(C(=O)c4cc(OC)c(OC)c(OC)c4)CC3)ccc21,0.2,44,-0.1,9
CCCNC(=O)Cn1cc(OC)c(=O)cc1CN1CCN(c2ccc(F)cc2)CC1,0.6,-10,-0.1,-10
CC(C)c1cc(C(C)C)c(S(=O)(=O)N2CCN(c3ccc(F)cc3)CC2)c(C(C)C)c1,-1.3,9,-0.1,0
COCCNCCOc1ccc(C)cc1Br,-0.4,22,0.0,-5
CC1CCCC(NS(=O)(=O)c2ccc(CCN3C(=O)c4cccnc4C3=O)cc2)C1C (configuration not stated),-1.8,-9,-0.2,-3
Cc1nnc(Sc2cc(C(=O)NC3CC3)c3ccccc3n2)s1,-0.7,13,0.3,13
COc1ccc(-c2cc(C(=O)O)[nH]n2)cc1,-2.6,-8,-0.2,6
O=C(COC(=O)c1ccc(N2C(=O)C3C4c5ccccc5C(c5ccccc54)C3C2=O)cc1)c1ccc(Cl)cc1 (configuration not stated),0.6,14,0.2,5
CC(=O)N1CC(C)Sc2cc(S(=O)(=O)NC3CCCCCCC3)ccc21 (configuration not stated),0.0,-4,-0.1,25
CC(=O)N1CCN(Cc2ccc3c(c2)CN(C(=O)CSc2ccccc2)CCO3)CC1,0.5,-12,-0.2,-16
C=CCN1C(=O)/C(=C\c2ccccc2)C(=O)NC1=S,-0.4,19,0.2,14
CCOc1cc(C2NC(=O)NC(C)=C2C(=O)OC)c(Cl)cc1OC (configuration not stated),1.5,4,0.0,-5
CCOc1ccc(NC(=O)CCN2CCCCC2)cc1,1.8,-6,0.0,2
COC(=O)c1ccc(C(=O)Nc2cccc3c2C(=O)NC3=O)cc1,1.4,12,0.1,-1
COc1ccc([N+](=O)[O-])c2c(C)c(C)oc12,1.2,4,-0.2,-7
CC(C)CN(CC(C)C)S(=O)(=O)c1ccc(NC(=O)C(C)C)cc1,-0.5,6,0.1,3
Cc1c(NC(=O)CC2SC(=O)NC2=O)c(=O)n(-c2ccccc2)n1C (configuration not stated),0.4,-1,-0.2,-3
CCC(C)NC(=O)C(=O)Nc1ccc(Br)c(C)c1 (configuration not stated),-0.1,-12,0.0,-98
C=CCSc1nc(O)cc(=O)n1-c1ccccc1,1.4,14,-0.1,0
O=C(NNC(=S)NC(=O)c1cccnc1)c1ccccc1,0.3,0,-0.3,-8

Structural class, the entries above containing an aryl thioether with sulfur outside any ring
SMILES,GPR151 activ,MITF primary,FBW7 act,TEAD-YAP inh
CCSc1nc2sccn2c(=O)c1C(=O)Nc1cc(-c2ccccc2)nn1C,1.1,6,-0.5,-1
CSc1ccc(-c2noc(Cn3ccn4nc(-c5ccc(Cl)cc5)cc4c3=O)n2)cc1,0.2,14,0.7,-8
COc1ccc(N2CCn3c(SCC(=O)Nc4ccc(F)cc4F)nnc32)cc1,-1.1,10,-0.1,-1
N#Cc1ccc(NC(=O)CSc2nnc(-c3c[nH]c4ccccc34)o2)cc1,-1.4,8,0.0,-54
CSc1ccc(C2Nc3ccccc3NC3=C2C(=O)CC(C)(C)C3)cc1 (configuration not stated),0.1,1,-0.4,7
CCn1c(SCC(=O)N2CCOCC2)nnc1-c1ccc(C)cc1,-0.1,9,0.8,-13
CSc1ccc(OC2CCCCC2NS(=O)(=O)c2ccccc2)cc1 (configuration not stated),-1.1,2,0.4,6
Cc1nnc(Sc2cc(C(=O)NC3CC3)c3ccccc3n2)s1,-0.7,13,0.3,13
CC(=O)N1CCN(Cc2ccc3c(c2)CN(C(=O)CSc2ccccc2)CCO3)CC1,0.5,-12,-0.2,-16
C=CCSc1nc(O)cc(=O)n1-c1ccccc1,1.4,14,-0.1,0
